Tau fibril ThT – tau fibrillization inhibition (ThT binding) | P10636 | recombinant tau K18 P301L, heparin-induced fibrillization, ThT fluorescence | Potency, µM (titrated, usually from 57.4 µM), for inactives: at the top dose activity, negative = inhibition, most hits filed as inhibitors | 270,000 tested, 2.1% active | AID 1460; also: % is scaled to controls: 0 for no effect and ±100 for the full control effect; nearly all actives have a fitted effect of over 55% in size
Target sequence (P10636 561-689 P618L limits assumed): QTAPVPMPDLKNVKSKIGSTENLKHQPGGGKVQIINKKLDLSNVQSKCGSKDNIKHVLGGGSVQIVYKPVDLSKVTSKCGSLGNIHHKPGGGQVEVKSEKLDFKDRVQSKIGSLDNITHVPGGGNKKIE
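ThT emission at 510 nm, taken 1 hr after adding 30 uM dye, quantifies aggregates formed when 20 uM heparin acts on human tau K18 P301L for 6 hr at 37 C.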
Tau fluor counter – counter-screen for tau fibril formation inhibitors. tau K18 P301L (four-repeat tau fragment) Alexa594 fluorescence, heparin fibrillization. Potency, µM (top dose mostly 57.7 µM), for the others: top-dose activity change, negative = decrease. 280,000 tested, 0.93% active; also: % is scaled to controls: 0 for no effect and ±100 for the full control effect; nearly all actives have a fitted effect of over 55% in size
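Human K18 P301L tau (15 uM unlabeled plus 0.24 uM Alexa 594-labeled, final) in 100 mM sodium acetate pH 7 was mixed with compound and 20 uM heparin and incubated 6 hr at 37 C.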
Tau FP inhib – tau fibrillization inhibition (FP); K18 P301L tau heparin fibrillization, Alexa594 FP, 6 h; Potency, µM (series often up to 57.7 µM), for inactives: at the highest dose activity, negative = inhibition, usual class: inhibitors; 280,000 tested, 0.39% active; AID 1468; also: % is scaled to controls: 0 for no effect and ±100 for the full control effect; nearly all actives have a fitted effect of over 55% in size
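Read-out: fluorescence polarization of Alexa 594-labeled tau (0.24 uM), 555 nm excitation, 632 nm emission. Mixtures held 15 uM unlabeled K18 P301L, compound and 20 uM heparin, pH 7 acetate buffer, incubated 6 hr at 37 C.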
SMN2 splice enh – enhancers of SMN2 splice variant expression. HEK293 SMN2-luciferase splicing reporter, luminescence, 30-36 h. Potency, µM (top dose mostly 46.1 µM), for the others: top-dose activity change, positive = activation, hits mostly activators. 210,000 tested, 2.8% active. AID 1458; also: % of control where 0% means no effect; nearly all actives have a fitted effect of over 55% in size
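HEK293 cells carry an SMN2 minigene-luciferase reporter in which exon 7 inclusion puts luciferase in frame. Cells were seeded at 2000 cells/well, attached for 10-12 hours, then exposed to compounds for 30-36 hours at 37C before ONE-Glo luminescence.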
KDM4E inh – inhibitors of human JMJD2E histone demethylase; B2RXH2; JMJD2E catalytic domain, FDH-coupled NADH fluorescence (FDH is formaldehyde dehydrogenase); Potency, µM (doses to about 57.1 µM), inactives show top-dose activity change, negative = inhibition, most hits filed as inhibitors; 230,000 tested, 1.6% active; active = well fitted inhibition curve with a large enough effect, not every such curve was filed as active; inconclusive = small, poorly fitted or top-dose-only effect, or another doubt; inactive = no such curve, though single readings can be large or run the other way;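 also: 0% = wells with enzyme and -100% = buffer wells without enzyme; nearly all actives have a fitted effect of over 50% in size; many of its hits are not listed in these tables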
Target sequence (B2RXH2 1-337 limits assumed): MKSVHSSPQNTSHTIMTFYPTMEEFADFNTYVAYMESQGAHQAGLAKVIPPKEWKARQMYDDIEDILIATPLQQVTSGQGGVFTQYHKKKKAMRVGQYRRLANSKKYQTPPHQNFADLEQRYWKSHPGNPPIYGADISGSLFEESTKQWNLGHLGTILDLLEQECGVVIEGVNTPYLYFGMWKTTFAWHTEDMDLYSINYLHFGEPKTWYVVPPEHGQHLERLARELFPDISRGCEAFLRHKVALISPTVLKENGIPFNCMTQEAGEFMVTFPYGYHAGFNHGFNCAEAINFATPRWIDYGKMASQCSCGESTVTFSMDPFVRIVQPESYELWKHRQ
HTT cytoprotect – protects HTT-Q103 PC12 cells, measured by ATP; Potency, µM (highest dose often 56.4 µM), inactives show cytoprotection (ATP increase), most hits filed as activators; AID 1471; 230,000 tested, 0.14% active; PC12 HTT-Q103 induced, cytoprotection, ATP luminescence, 40 h;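 also: % of control where 0% means no effect; nearly all actives have a fitted effect of over 45% in size; toxic huntingtin expression switched on by the ecdysone agonist tebufenozide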
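Quantitative HTS on tebufenozide-induced (100 nM) PC12 cells expressing HTTQ103 exon 1–GFP; compounds tested as a concentration series; survival measured via cellular ATP.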
HttQ103 aggreg – mutant huntingtin aggregation inhibition; PC12 HttQ103-GFP aggregates, Acumen cytometry, 40 h; Potency, µM (doses to about 46.1 µM), inactives show at the top dose activity change, negative = inhibition, most hits filed as inhibitors; 220,000 tested, 1.1% active; also: % is scaled to controls: 0 for no effect and ±100 for the full control effect; nearly all actives have a fitted effect of over 60% in size
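Aggregates are detected as GFP objects 1–25 µm with signal 6 STDEV over background in lysates of induced PC12 cells. These carry Huntingtin exon 1 with 103 glutamines fused to GFP under an ecdysone promoter; compounds titrated.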
ALDH1A1 inh – blocks purified human ALDH1A1 activity | P00352 | Purified ALDH1A1, NADH fluorescence, propionaldehyde substrate | Potency, µM (titrated, usually from 75.3 µM), for the others: at the highest dose activity, negative = inhibition, actives largely listed as inhibitors | 220,000 tested, 7.3% active | AID 1030; active = well fitted inhibition curve with a large enough effect, not every such curve was filed as active; inconclusive = small, poorly fitted or top-dose-only effect, or another doubt; inactive = no such curve, though single readings can be large or run the other way;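 also: plate controls were no enzyme wells and a reference inhibitor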
Target sequence (P00352 whole entry, looked up): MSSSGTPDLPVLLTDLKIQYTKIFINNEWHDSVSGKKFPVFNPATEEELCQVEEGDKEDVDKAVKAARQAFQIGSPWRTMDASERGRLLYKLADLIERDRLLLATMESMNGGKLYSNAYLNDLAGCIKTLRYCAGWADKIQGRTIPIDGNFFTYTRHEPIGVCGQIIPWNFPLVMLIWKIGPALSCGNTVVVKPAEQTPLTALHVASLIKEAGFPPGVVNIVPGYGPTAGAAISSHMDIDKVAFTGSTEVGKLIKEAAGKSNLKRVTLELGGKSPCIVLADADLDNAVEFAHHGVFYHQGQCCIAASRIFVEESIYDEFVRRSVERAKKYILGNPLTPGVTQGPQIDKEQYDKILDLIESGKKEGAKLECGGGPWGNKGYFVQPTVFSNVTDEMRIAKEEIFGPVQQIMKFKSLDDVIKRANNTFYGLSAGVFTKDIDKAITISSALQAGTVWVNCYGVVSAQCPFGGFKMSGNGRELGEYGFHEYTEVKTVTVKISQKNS
An asterisk follows results filed as active; ? = inconclusive; . = no result given; & = joins results of further samples; [ ] = remark or other dose. Unless noted, calls follow the shape of the dose curve; as a rule, active = well fitted curve in the direction sought with a large enough effect; inconclusive = small, poorly fitted or top-dose-only effect, or another doubt; inactive = no such curve, though single readings can be large; an effect the other way counts as inactive or inconclusive. Potency is read from the fitted curve at half-maximal effect. The list is partial; rates above refer to the full screens.

SMILES	Tau fibril ThT	Tau fluor counter	Tau FP inhib	SMN2 splice enh	KDM4E inh	HTT cytoprotect	HttQ103 aggreg	ALDH1A1 inh
Cc1ccc(S(=O)(=O)Nc2ccc3c(c2)OCCO3)cc1C	-15%	-24%	0%	.	-8%	36%[10 µM]	4%[9.22 µM]	?
Cc1nnc(NC(=O)CSc2nc3ccccc3[nH]2)s1	-4%	6%	9%	8%	3%	-13%	-12%	-5%
O=c1o[nH]c(-c2ccccc2)c1C1=NCCCCC1	-4%	-3%	4%	.	3%	1%	-2%	3%
COc1ccc(S(=O)(=O)N(CC(=O)N(C)Cc2ccccc2)c2ccc(Cl)cc2)cc1	-9%	-11%	8%	4%	.	.	.	.
Cc1nnc(NC(=O)CSc2ccc(-c3cccnc3)nn2)s1	-5%	13%	9%	-47%[inhibitor]	5%	26%	4%	-13%
Cc1ccc(NC(=O)CSc2nnc(-c3ccco3)o2)cc1	-6%	-6%	0%	-18%	5%	21%	-15%	-3%
CCN(CC)S(=O)(=O)c1cccc(-c2nnc(SCCCC(=O)c3ccc(F)cc3)o2)c1	4%	-15%	8%	-42%[inhibitor]	-1%	-24%	-22%	-4%
CCN1C(=O)[C@H]2[C@H]3[C@H](O)[C@H](O)C/C(=N\O[C@H](C)c4cn([C@H](CO)Cc5ccccc5)nn4)[C@@H]3CC[C@H]2C1=O	-3%	-6%	-1%	-7%	-10%	.	18%	-15%
Cc1ccc(NC(=O)Cn2c(=O)n(Cc3ccco3)c(=O)c3sc4ccccc4c32)c(C)c1	3%	-10%	-6%	4%	.	.	.	.
O=C(C1CCCN(S(=O)(=O)c2ccc(Cl)cc2)C1)N(Cc1cccs1)C1CC1 (stereo unspecified)	-9%	-3%	12%	-41%[inhibitor]	-12%	14%[1.9 µM]	?	?
Cc1cccc(NS(=O)(=O)c2cc(C(=O)NCCC3=CCCCC3)ccc2Cl)c1	-9%	?	?	-34%[inhibitor]	2%	-74%[inhibitor]	?	-7%
COc1ccc(NC(=O)CN(Cc2ccccc2)Cc2ccccc2)cc1S(N)(=O)=O	-7%	-12%	-2%	10%[1.84 µM]	20%	32%[10 µM]	?	-4%
COc1ccccc1-n1c(CNc2ccc(F)cc2)nnc1SCC(=O)Nc1cc(C)on1	-8%	-5%	3%	-14%	3%	10%[10 µM]	-1%	6%
O=C(Nc1ccc(S(=O)(=O)NC2=NCCCCC2)cc1)c1ccc2ccccc2n1	4%	-7%	-2%	-27%	-7%	.	-7%	3%
NC(=O)NNc1ccccc1	-9%	-6%	-7%	.	.	?	10%&16%	2%
O=C(O)C1CC[C@@](C(=O)O)(c2ccccc2)c2ccccc21 (stereo partly specified)	1%	-1%	9%	3%	2%	.	.	16%
CSc1ccccc1NC(=O)CN(C)CC(=O)Nc1ccc(Cl)cc1F	4%	-2%	1%	-29%	1%	2%[1.9 µM]	-17%	4%
Oc1ccc(/C=N/Nc2nc(-c3ccc(Cl)cc3)cc(C(F)(F)F)n2)cc1	18µM*	25µM*[quencher]	?	-24%	-1%	-12%[10 µM]	-4%	-2%
C[C@@H]1C=CCC(=O)OC[C@H](C)C(=O)OC[C@H]2O[C@H]1C=C[C@H]2O	-14%[11.5 µM]	-10%[11.6 µM]	-16%[11.6 µM]	.	.	?	.	-12%[13.5 µM]
Cc1cccc(C2C3=C(CCCC3=O)N=C3c4ccccc4C(=O)C32)c1 (stereo unspecified)	14µM*	?	8%	.	?	-3%[10 µM]	-6%[9.22 µM]	.
O=C(/C=C/c1ccccc1)N(Cc1cccs1)C1CCS(=O)(=O)C1 (stereo unspecified)	-2%	2%	4%	.	?	14%[10 µM]	-5%[9.22 µM]	.
Cc1ccc(C)c(NC(=O)C(=O)NCc2ccccn2)c1	0%	-4%	0%	-14%[1.84 µM]	8%	17%[10 µM]	-19%	9%
C=CCNC(=S)N(CC=C)C1CCS(=O)(=O)C1 (stereo unspecified)	6%	12%	4%	6%	-8%	.	17%	0%
CC[C@H](C)[C@H](NC(N)=O)C(=O)Nc1ccc(S(=O)(=O)NC(C)C)cc1	.	-8%	-1%	.	8%	4%[10 µM]	9%[9.22 µM]	.
O=C(Nc1ccccc1)C1=C[C@H](c2csc3ccccc23)C[C@H](OCCCCO)O1	-10%	-22%	-5%	.	0%	23%[10 µM]	28%[9.22 µM]	1%
Cc1cccc(NC(=O)CSC2=NN3CCCC(=O)N=C3S2)c1C	-17%	0%	-4%	.	17%	8%[10 µM]	16%[9.22 µM]	32µM*
Cc1cc(C)c(OCC(=O)Nc2cc(C(=O)O)cc(C(=O)O)c2)cc1C	-8%	-6%	-11%	3%	10%	20%	-14%	11%
CCC(C)NC(=O)C1CN(S(=O)(=O)c2ccccc2)CCN1S(=O)(=O)c1ccccc1 (stereo unspecified)	5%	-1%	-1%	-1%	3%	8%	-1%	?
O=C(NCc1ccccc1)NC1CCS(=O)(=O)C1 (stereo unspecified)	-4%	6%	2%	4%	-10%	9%[10 µM]	4%[9.22 µM]	7%
COc1cc2c(cc1NC(=O)COC(=O)[C@@H](NC(=O)c1ccccc1)C(C)C)oc1ccccc12	?	?	1%	25%	?	14%[10 µM]	12%	-13%
O=C(Nc1cccc2ncccc12)c1ccc(OCc2ccccc2)cc1	0%	7%	6%	-40%[inhibitor]	4%	11%	-12%	0%
ON1C2CCCCC2N(O)C1c1ccccc1C(F)(F)F (stereo unspecified)	-12%	-8%	-6%	-20%	-4%	-5%	8%	-3%
NS(=O)(=O)c1cccnc1Nc1cccc(Cl)c1	-10%	-9%	-1%	29%	-12%	9%	?	-10%
CCCN1C(=O)/C(=N\OCC(=O)NCC(F)(F)F)c2ccccc21	-11%	-9%	-3%	16%	?	1%[10 µM]	18%	1.3µM*
O=C(N/N=C/c1cccs1)c1ccc2nc[nH]c2c1	5%	0%	4%	0%	-1%	10%	17%	7%
Cc1cc(NC(=O)c2ccccc2)n(-c2nc3ccccc3[nH]2)n1	-3%	-7%	-18%	-13%	?	-26%[10 µM]	-21%	?
CC(C(=O)Nc1ccccc1-c1ccccc1)N1CCN(S(=O)(=O)c2ccccc2)CC1 (stereo unspecified)	-18%	-15%	-4%	-2%	1%	-18%[10 µM]	-7%	?
Cn1c(C(=O)NCCCN2CCc3ccccc3C2)cc2c(=O)n(C)c3ccccc3c21	?	-5%	3%	-11%	?	-9%	7%	?
COc1ccc(C(=O)NNC(=S)NC(=O)c2cc(-c3ccccc3)nc3ccccc23)cc1	?	-8%	10%	-14%	?	?	28µM*	-12%
COC(=O)c1ccc(COc2ccccc2/C=N/NS(=O)(=O)c2ccc(C)cc2)cc1	-21%	?	?	-5%	0%	-10%	5%	-4%
O=C(NCc1ccccn1)C1CCN(S(=O)(=O)c2cc(Cl)ccc2Cl)CC1	-3%	2%	-6%	-12%	5%	-30%[inhibitor]	8%	-2%
COc1ccc(-c2csc(N3C(=N)SCC3=O)n2)cc1	-13%	-2%	-10%	1µM*	-3%	-72%[inhibitor]	4%	-2%
O=C(CN1C(=O)c2ccccc2S1(=O)=O)c1ccc2c(c1)OCCCO2	8%	-8%	3%	.	-20%	-85%[inhibitor][10 µM]	-12%[9.22 µM]	.
O=C(Nc1ccc(F)cc1)C(c1ccccc1)N1CCN(C(=O)c2ccco2)CC1 (stereo unspecified)	-12%	-8%	0%	-9%	2%	-16%	10%	5µM*
O=C(C1CCN(C2CC(=O)N(c3ccc(Cl)cc3)C2=O)CC1)N1CCOCC1 (stereo unspecified)	-13%	-4%	-5%	54%	5%	-7%	16%	13µM*
COc1ccccc1-c1cc(C(F)(F)F)nc(N2CCCC2)n1	-11%	-6%	?	-15%	?	-7%	-29%	?
Cc1ccc(N(C(=O)Cc2cccs2)C(C(=O)NC2CCCC2)c2ccncc2)cc1 (stereo unspecified)	-7%	-14%	-2%	.	-4%	-13%[10 µM]	-9%[9.22 µM]	2%
Cc1ccc(NC(=O)Cn2c(-c3cncs3)nc3ccccc32)c(Br)c1	-1%	-2%	2%	-12%	.	.	.	.
CCOC(=O)N1CCC(n2c(=S)[nH]c3cc(OCC)c(OCC)cc3c2=O)CC1	0%	10%	13%	-7%	5%	-4%	-2%	-2%
COc1ccc2oc(=O)c(C(=O)Nc3cccc(C(=O)O)c3)cc2c1	?	-11%	1%	0.79µM*	.	.	.	.
CCOc1ccccc1NC(=O)c1cc(S(=O)(=O)N2CCC3(CC2)OCCO3)ccc1F	-12%	-13%	-11%	-10%	0%	-7%	12%	-5%
CCc1ccc2oc(=O)cc(CN(C)Cc3ccccc3)c2c1	-4%	-1%	7%	2%	-7%	-19%	-29%	3%
CCOC(=O)Cn1c(CN2CCN(c3cccc(Cl)c3)CC2)nc2c1c(=O)[nH]c(=O)n2C	-6%	-5%	-4%	0%	-6%	-18%	-10%	?
COc1cc(C2C(C(=O)OC(C)C)=C(C)Nc3ncnn32)cc(OC)c1OC (stereo unspecified)	4%	1%	6%	-6%	-4%	-9%	-4%	15%
Cc1cccc(Cn2c(=O)n(CCCCC(=O)NCc3ccc4c(c3)OCO4)c(=O)c3ccccc32)c1	7%	4%	-7%	-5%	.	.	.	.
Cc1nn(C)cc1C(C(=O)NC1CCCCC1)N(C(=O)Cc1cccs1)c1ccc(F)cc1 (stereo unspecified)	0%	1%	7%	-3%	13%	-10%[10 µM]	-15%	6%
CCOC(=O)c1ncn2c1C(=O)OC2(C)C	?	-4%	-9%	-6%	2%	-1%[10 µM]	-16%[9.22 µM]	?

Results in ALDH1A1 inh (three entries from above):
compound	ALDH1A1 inh
CSc1ccccc1NC(=O)CN(C)CC(=O)Nc1ccc(Cl)cc1F	4%
Oc1ccc(/C=N/Nc2nc(-c3ccc(Cl)cc3)cc(C(F)(F)F)n2)cc1	-2%
C[C@@H]1C=CCC(=O)OC[C@H](C)C(=O)OC[C@H]2O[C@H]1C=C[C@H]2O	-12%[13.5 µM]
